Pf apPOL block: Pf-apPOL DNA polymerase inhibition. Recombinant Pf-apPOL, molecular beacon fluorescence, 1.5 h. inhibition, % at 10 µM. hit rate 0.25% among 210,000. AID 1794808
mHTT CaM bind: disrupts binding of mutant huntingtin to calmodulin; P42858; AlphaScreen His-mHTT/GST-CaM binding, luminescence; inhibition, % at 15 µM; hit rate 3.6% among 190,000; AID 1671202;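 further: 0% = both proteins with DMSO and 100% = one protein alone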
An asterisk follows results filed as active; i = inactive; . = no result given; & = joins results of further samples. No stated cut-off is given here; in the data, active means inhibition above about 50%; inactive means the rest. This is a subset (hit frequency here may not be typical).

entry	structure	mHTT CaM bind	Pf apPOL block
1	O=C(NCc1ccc(Cl)cc1)C1CCN(c2nnc(-c3ccccc3)o2)CC1	4.2	-6.7
2	N=C1NC(=O)C(CC(=O)Nc2ccc(NC(=O)CC3SC(N)=NC3=O)cc2)S1 (centres undefined)	13.0&-2.0	-2.5&3.8
3	Cc1ccsc1C1C2=C(CC(C)(C)CC2=O)Nc2ncnn21 (centres undefined)	87.3*	1.0
4	Cc1cc(C)c(S(=O)(=O)N2CCCC2c2nc(-c3ccccc3)no2)c(C)c1 (centres undefined)	-4.3	-1.2
5	CCCSCCCNC(=O)c1cc2n(n1)CCCN(Cc1ccc(Cl)cc1)C2=O	7.2	-4.4
6	CNc1ccc([N+](=O)[O-])cc1-n1cc2c(c1-c1ccc(OC)cc1)c(=O)n(C)c(=O)n2C	36.0	-2.8
7	CC(=O)c1c(C)oc2c(Br)cc(NS(=O)(=O)c3ccccc3)cc12	6.3	-1.8
8	COc1ccc(-c2nnc(N3CCC(C(=O)N4CCCN(C)CC4)CC3)o2)cc1	5.2	-2.7
9	O=C(CCS(=O)(=O)c1ccc(Br)s1)NC1CCCC1	-7.0	-8.3
10	O=C(c1ccc(C(F)(F)F)s1)N1CCC(Nc2cccnc2)C1 (centres undefined)	4.3	-6.9

Following part:
entry	structure	mHTT CaM bind	Pf apPOL block
11	O=c1/c(=C/c2ccc(F)cc2)sc2nc3cc(Br)cnc3n12	-1.0	-2.4
12	CCCCCCCCc1ccc(-c2ccc(C(=O)O)cc2)cc1	.	-6.1
13	Cc1cccc(N2CCN(S(=O)(=O)c3c(C)[nH]c(=O)[nH]c3=O)CC2C)c1 (centres undefined)	-10.0	-4.2
14	O=c1c2scc(-c3ccc(Br)cc3)c2ncn1Cc1ccccn1	-13.3	-8.4
15	Cn1nc(-c2nc(Cc3ccccc3)no2)c2c1CCN(C(=O)c1ccccn1)C2	18.0	-2.2
16	O=C(O)CCCC(=O)c1ccccc1	-5.5	-2.5
17	Cc1ccnc(N2CCC(C(=O)NCCCN3CCN(C4CCCCC4)CC3)CC2)n1	5.4	-2.2
18	CCOc1ccc(CCN2C(=O)CCC2(C)C(=O)NC2CCCC2)cc1OCC (centres undefined)	1.0	-8.1
19	COc1ccc(OCCNC(=O)c2ccc(SC)cc2OC)cc1	6.0	-2.6
20	Cc1cccn2c(=O)c3cc(C(=O)N4CCN(C)CC4)c(=N)n(CCN4CCOCC4)c3nc12	1.0	-5.2

Other records
entry	structure	mHTT CaM bind	Pf apPOL block
21	COc1ccc(CCNC(=O)c2cc(-c3ccc4c(c3)OCO4)on2)cc1OC	-1.0	-2.6
22	CCCCN(C)CCNC(=O)CC(C(=O)N1CCc2ccccc21)n1ccnc1 (centres undefined)	1.0	-7.1
23	CC(=O)Nc1ccc(Nc2nc(-c3ccc(Cl)cc3)cs2)cc1	75.7*	-3.2
24	O=C(Nc1nnc(-c2ccccc2Cl)o1)c1ccc(S(=O)(=O)N2CCCCCC2)cc1	35.0	-11.9
25	Cc1ccccc1-c1cn(CC(=O)NCc2ccc(F)c(Cl)c2)nc1N1CCOCC1	-4.1	1.0
26	CCOc1cc(/C=C2\C(=O)NN(c3ccc(C)c(C)c3)C2=O)cc(Cl)c1OCC	63.0*	-2.0
27	COc1ccc(CNC(=O)c2cccn3c(=O)c4ccc(Cl)cc4nc23)cc1	12.0	-5.8
28	O=C(Nc1ccc(F)cc1)C1CN(C(=O)NC2CCCC2)CC12CCCC2 (centres undefined)	-12.4	-4.2
29	c1coc(-c2nc3sc(-c4ccco4)nc3s2)c1	100.2*	-17.6
30	O=C(Cn1ccc2c(=O)[nH]ccc21)Nc1cccc(C(F)(F)F)c1	0.1	-3.2

Next structures.
entry	structure	mHTT CaM bind	Pf apPOL block
31	CCOCCCNC(=O)C(c1ccc(C)cc1)N(Cc1cccs1)C(=O)c1cnccn1 (centres undefined)	11.0	-1.2
32	COc1ccc2c(N3CCC(C(=O)Nc4cccc(F)c4)CC3)c(C#N)cnc2c1	-6.5	-2.0
33	COc1ccc(NC(=O)N2CCCC2c2ccccc2F)cc1OC (centres undefined)	0.0	-7.2
34	CCn1ccc2sc(C)c(C(=O)N3CCCCCC3)c2c1=O	16.1	0.0
35	O=C(NCc1cccnc1)c1cc2nc(-c3ccc4c(c3)OCO4)cc(C(F)(F)F)n2n1	4.0	-4.0
36	O=C(Nc1cccc(-c2ccn[nH]2)c1)c1ccc2c(c1)OCO2	-13.8	-6.0
37	COCCCNC(=S)NN=Cc1cccs1	.	-2.2&-3.6
38	COc1ccc(NC(=O)N2CCCC2c2cccc(F)c2)c(OC)c1 (centres undefined)	5.2	-3.5
39	COc1ccc(C=Nc2c(C)n(C)n(-c3ccccc3)c2=O)cc1	0.0	-3.0
40	COc1ccc(OCC2c3cc(OC)c(OC)cc3CCN2C(=O)c2cccc(OC)c2)cc1 (centres undefined)	4.3	-1.6

Continued.
entry	structure	mHTT CaM bind	Pf apPOL block
41	Cc1cc(N2CCCC2)c(F)cc1[N+](=O)[O-]	3.2	0.0
42	Cc1nnc2ccc(-c3noc(-c4cc(F)ccc4F)n3)cn12	-6.5	3.8
43	CCN(CC)CCCNC(=O)C1CCCN(c2ncc(-c3ccc(C)cc3)cn2)C1 (centres undefined)	2.1	1.2
44	Cc1cc(C)cc(N2C(=O)C3N=NN(c4cccc(C(F)(F)F)c4)C3C2=O)c1 (centres undefined)	14.4	-2.8
45	COc1ccc2c(C)c(Cc3ccccc3)c(=O)oc2c1C	-6.0	-1.9
46	COc1ccc(C(=O)N2CCN(c3ccc(F)cc3)CC2)cc1[N+](=O)[O-]	13.8	-2.0
47	CCS(=O)(=O)N1CCc2c(c(COCc3ccccc3)nn2C)C1	11.8	1.7
48	COc1ccc(C(=O)NC2CCN(c3nnc4ccc(Cl)cn34)CC2)cn1	-0.9	-4.2
49	N#Cc1ccc(C(=O)N2CCC3(CC2)NC(=O)N(Cc2ccc(F)cc2)C3=O)cc1	21.0	-4.3
50	Cc1ccc(/C=C2\N=C(c3ccc(Br)cc3)OC2=O)o1	-2.0	-1.1

Some of the entries above, set out differently:
43: CCN(CC)CCCNC(=O)C1CCCN(c2ncc(-c3ccc(C)cc3)cn2)C1 (centres undefined)
- mHTT CaM bind = 2.1
- Pf apPOL block = 1.2

44: Cc1cc(C)cc(N2C(=O)C3N=NN(c4cccc(C(F)(F)F)c4)C3C2=O)c1 (centres undefined)
- mHTT CaM bind = 14.4
- Pf apPOL block = -2.8

(cont.)
entry	structure	mHTT CaM bind	Pf apPOL block
51	CC1(C)C(=O)OC(c2ccccc2)C2(CCCCC2)C1=O (centres undefined)	-5.0	-7.0
52	C/C(NCCO)=C1/C(=O)C(=O)N(CCO)C1c1ccc(Br)cc1 (centres undefined)	2.0	-1.6
53	COCCOC(=O)c1c2c(n3ccccc13)C(=O)c1ccccc1C2=O	12.9	-11.8
54	O=C(CCC(=O)Nc1cccc(Cl)c1)Nc1cccc(Cl)c1	-4.6	-3.5
55	CCCCNS(=O)(=O)c1cc(Br)cc2c1N(C(C)=O)CC2	5.0	0.0
56	CCOc1ccc(/C=C2/NC(=O)NC2=O)cc1Br	8.0	-16.4
57	NC(=O)C1(c2ccc(F)cc2)CC1	-11.6	-0.1
58	COCCCn1c(SCC(=O)Nc2ccc(C(C)C)cc2)nnc1-c1csc(C)n1	.	-3.2
59	COCCCNC(=S)Nc1cccc(SC)c1	.	-4.9
60	CCCCOC(=O)CNC(=O)N1CCc2cn(CC)c3cccc(c23)C1	17.5	-0.1

(listing goes on)
entry	structure	mHTT CaM bind	Pf apPOL block
61	O=C(Nc1ccccc1C(=O)NCc1ccccc1)c1ccc([N+](=O)[O-])cc1	2.2	-5.4
62	Cc1ccc(-c2nnc(CC(=O)NC3CCCCC3)o2)cc1	-0.6	0.5
63	CC1SC(c2ccc(Cl)c(Cl)c2)NC1=O (centres undefined)	-3.0	-2.8
64	COc1ccccc1CC(=O)N1CCC2(CC1)NC(=O)N(Cc1cccc(Cl)c1)C2=O	23.1	-4.1
65	COc1cc(Oc2ccccc2)nc(N)n1	2.7	-6.3
66	c1coc(CNc2ncnc3c2sc2nc(N4CCOCC4)c4c(c23)CCCC4)c1	0.0	-0.9
67	COc1ccc(S(=O)(=O)N2CCN(c3ccccn3)CC2)cc1OC	7.0	-9.6
68	CCC(=O)N1CCCC1c1nc2ccccc2n1Cc1ccc(Br)cc1 (centres undefined)	-2.7	-5.6
69	CC(c1ccco1)N(C(=O)c1sc2ccccc2c1Cl)c1ccccn1 (centres undefined)	.	-5.1
70	CCn1nc(C)cc1C(=O)Nc1nnc(COc2ccccc2)o1	18.5	-47.7

More structures follow.
entry	structure	mHTT CaM bind	Pf apPOL block
71	Cc1ccccc1CNC(=O)C1CCN(Cc2cn(C)c3ccc(Cl)cc23)CC1	13.7	-1.7
72	COc1ccc2cc(C(C)=NOC(=O)C(C)(C)C)ccc2c1	.	-3.8
73	CN(C)c1ccc(C(=O)NNS(=O)(=O)c2cccc(C(F)(F)F)c2)cc1	.	-6.4&-3.8
74	COc1ccc2ccc(=O)oc2c1CC=C(C)C	.	-3.4
75	O=C1CC2CS(=O)(=O)CC2N1c1cccc(Cl)c1Cl (centres undefined)	2.0	-0.4
76	CCNC(=O)N1CCC(c2noc(N)c2C)CC1	-5.4	-3.1
77	Cc1cc2nc(Cc3ccccc3)n(CC(=O)N3CCOCC3)c2cc1C	7.6	0.1
78	O=C(NC1CCCCC1)C(c1ccccc1)c1ccccc1	-6.5	-9.9
79	Oc1ccc(Br)cc1C=NCC1CCCO1 (centres undefined)	7.0	-2.5
80	COc1ccc(CNC(=O)C2CCN(CC3CCCCC3)CC2)cc1	3.6	-4.8

Additional records
entry	structure	mHTT CaM bind	Pf apPOL block
81	O=C1C2C3C=CC(C3)C2C(=O)N1c1ccc(F)cc1 (centres undefined)	-3.2	.
82	O=S(=O)(N(Cc1ccccc1)[C@@H](CO)Cc1ccccc1)N(Cc1ccccc1)[C@@H](CO)Cc1ccccc1	0.9	0.9
83	NNC(=O)Cc1cc(=O)oc2cc(O)ccc12	0.6	6.8
84	Cc1ccc(CN2C(=O)CCC2(C)C(=O)NCc2ccccc2)cc1 (centres undefined)	-5.4	-2.9
85	COc1cc(NC(=O)c2cc(=O)c(OC)cn2C)cc(OC)c1OC	-0.5	-1.9
86	Cc1oc2cc(O)ccc2c(=O)c1-c1ccccc1	-3.3	-0.2
87	CC(=O)Nc1ccc(C(=O)CC#N)cc1	2.8	4.3
88	COc1ncccc1C(=O)N1CCC(c2nnc(C(C)C)o2)CC1	-17.1	0.6
89	N#CCCN(/N=C/c1cccc2ccccc12)C1=NS(=O)(=O)c2ccccc21	i	.
90	O=C(C=C(O)c1ccccc1)C(=O)Nc1ccccn1	.	-67.9
91	Cc1cc(C)c(NS(=O)(=O)c2ccc(NC(=O)c3ccc(F)cc3)cc2)c(C)c1	-5.4	-11.3
92	CSc1nnc2n(-c3ccccc3)c(=O)c3c(C)c(C)sc3n12	4.0	-1.3
93	COc1cccc(CN2COc3ccc4c(c3C2)OC(=Cc2cccnc2)C4=O)c1	3.4	-13.3

In a second layout: results already given.
68: CCC(=O)N1CCCC1c1nc2ccccc2n1Cc1ccc(Br)cc1 (centres undefined)
69: CC(c1ccco1)N(C(=O)c1sc2ccccc2c1Cl)c1ccccn1 (centres undefined)
70: CCn1nc(C)cc1C(=O)Nc1nnc(COc2ccccc2)o1
71: Cc1ccccc1CNC(=O)C1CCN(Cc2cn(C)c3ccc(Cl)cc23)CC1
72: COc1ccc2cc(C(C)=NOC(=O)C(C)(C)C)ccc2c1
73: CN(C)c1ccc(C(=O)NNS(=O)(=O)c2cccc(C(F)(F)F)c2)cc1
74: COc1ccc2ccc(=O)oc2c1CC=C(C)C
75: O=C1CC2CS(=O)(=O)CC2N1c1cccc(Cl)c1Cl (centres undefined)
76: CCNC(=O)N1CCC(c2noc(N)c2C)CC1
77: Cc1cc2nc(Cc3ccccc3)n(CC(=O)N3CCOCC3)c2cc1C

Compound | 68 | 69 | 70 | 71 | 72 | 73 | 74 | 75 | 76 | 77
mHTT CaM bind | -2.7 | . | 18.5 | 13.7 | . | . | . | 2.0 | -5.4 | 7.6
Pf apPOL block | -5.6 | -5.1 | -47.7 | -1.7 | -3.8 | -6.4&-3.8 | -3.4 | -0.4 | -3.1 | 0.1

78: O=C(NC1CCCCC1)C(c1ccccc1)c1ccccc1
79: Oc1ccc(Br)cc1C=NCC1CCCO1 (centres undefined)
80: COc1ccc(CNC(=O)C2CCN(CC3CCCCC3)CC2)cc1
81: O=C1C2C3C=CC(C3)C2C(=O)N1c1ccc(F)cc1 (centres undefined)
82: O=S(=O)(N(Cc1ccccc1)[C@@H](CO)Cc1ccccc1)N(Cc1ccccc1)[C@@H](CO)Cc1ccccc1
83: NNC(=O)Cc1cc(=O)oc2cc(O)ccc12
84: Cc1ccc(CN2C(=O)CCC2(C)C(=O)NCc2ccccc2)cc1 (centres undefined)
85: COc1cc(NC(=O)c2cc(=O)c(OC)cn2C)cc(OC)c1OC
86: Cc1oc2cc(O)ccc2c(=O)c1-c1ccccc1
87: CC(=O)Nc1ccc(C(=O)CC#N)cc1

Compound | 78 | 79 | 80 | 81 | 82 | 83 | 84 | 85 | 86 | 87
mHTT CaM bind | -6.5 | 7.0 | 3.6 | -3.2 | 0.9 | 0.6 | -5.4 | -0.5 | -3.3 | 2.8
Pf apPOL block | -9.9 | -2.5 | -4.8 | . | 0.9 | 6.8 | -2.9 | -1.9 | -0.2 | 4.3

88: COc1ncccc1C(=O)N1CCC(c2nnc(C(C)C)o2)CC1
89: N#CCCN(/N=C/c1cccc2ccccc12)C1=NS(=O)(=O)c2ccccc21
90: O=C(C=C(O)c1ccccc1)C(=O)Nc1ccccn1

Compound | 88 | 89 | 90
mHTT CaM bind | -17.1 | i | .
Pf apPOL block | 0.6 | . | -67.9
